KCNQ2 block: KCNQ2 channel blockers in CHO-K1 cells – cell-based, FluxOR thallium flux, B-score, primary screen (AID 2156); O88943; 20 min; hits give low values; B-score at 10 µM; 310,000 tested, 1.1% active;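 active means fluorescence ratio B-score at most minus 3 library SDs, with starting brightness B-score within 2 library SDs, cut at about -5.5 in these data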
Target sequence (O88943 whole entry, looked up): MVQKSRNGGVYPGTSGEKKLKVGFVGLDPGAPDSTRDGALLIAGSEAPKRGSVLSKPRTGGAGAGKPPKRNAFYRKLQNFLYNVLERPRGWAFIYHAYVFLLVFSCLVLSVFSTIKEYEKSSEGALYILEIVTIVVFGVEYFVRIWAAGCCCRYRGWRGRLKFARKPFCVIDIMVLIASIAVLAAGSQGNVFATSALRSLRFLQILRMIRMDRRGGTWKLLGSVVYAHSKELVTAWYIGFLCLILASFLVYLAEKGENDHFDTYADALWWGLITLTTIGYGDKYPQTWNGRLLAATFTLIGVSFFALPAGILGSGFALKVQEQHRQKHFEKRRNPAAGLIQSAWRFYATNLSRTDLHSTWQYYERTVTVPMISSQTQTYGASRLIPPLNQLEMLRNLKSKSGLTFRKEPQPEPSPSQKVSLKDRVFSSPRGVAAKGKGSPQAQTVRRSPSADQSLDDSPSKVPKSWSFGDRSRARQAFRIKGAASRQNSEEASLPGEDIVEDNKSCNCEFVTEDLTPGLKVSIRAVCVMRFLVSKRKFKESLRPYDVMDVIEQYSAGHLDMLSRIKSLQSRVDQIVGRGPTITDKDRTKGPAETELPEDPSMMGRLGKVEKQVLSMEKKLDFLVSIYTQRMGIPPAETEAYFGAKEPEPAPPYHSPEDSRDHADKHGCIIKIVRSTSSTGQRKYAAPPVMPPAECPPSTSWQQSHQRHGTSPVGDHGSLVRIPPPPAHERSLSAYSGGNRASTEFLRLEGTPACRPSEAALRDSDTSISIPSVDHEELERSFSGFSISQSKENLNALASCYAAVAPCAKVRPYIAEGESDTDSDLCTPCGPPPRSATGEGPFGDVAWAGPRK
Kir21 inh: inhibitors of mouse Kir2.1 inward-rectifier potassium channel. 310,000 tested, 0.85% active. HEK293-Kir2.1, FluxOR thallium flux fluorescence; hits give low values. B-score at 10 µM. P35561. AID 1672;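 active means fluorescence ratio B-score at or below minus 3 SD of library scores, with starting-brightness B-score within 2 SD, cut at about -4.2 in these data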;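 further: channel flux triggered by added potassium and thallium sulfate stimulus; B-score of peak minus minimum fluorescence over baseline after thallium stimulus; more negative B-score means stronger Kir2.1 block with less thallium influx; some compounds called inactive have numbers as strong as hits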
Starred values were filed as active, the others as inactive; i = inactive.

SMILES | KCNQ2 block | Kir21 inh
O=C(NCc1ccc2c(c1)OCO2)Nc1ccc(Cl)cc1 | i | -1.9
Nc1c(N(CCO)C(=O)C2CCCCC2)c(=O)[nH]c(=O)n1Cc1ccccc1 | i | -1.3
O=C(CSc1nc2ccccc2[nH]1)c1c[nH]c2ccccc12 | i | -0.75
Cc1cc(NC(=O)CSc2nc3cc(Cl)ccc3c(=O)n2Cc2ccco2)no1 | i | -1.6
COc1ccc(CCNC(=O)C(=O)NCC2CCCN2S(=O)(=O)c2ccc(OC)cc2)cc1 (stereo not given) | i | 1.9
CC(=O)Nc1ccc(NC(=S)NC(=O)/C=C/c2ccco2)cc1 | i | -0.9
COc1cccc(NC(=S)N2CCC(Cc3ccccc3)CC2)c1 | i | -0.9
CCOc1c(Br)cc(C2NS(=O)(=O)N=C3CCCCCN32)cc1OC (stereo not given) | i | 1.8
CC1=NN(C(=O)COc2ccccc2C)C(O)(c2ccc(Cl)cc2)C1 (stereo not given) | -8.1* | -0.56
CN1C(=O)C(O)(CC(=O)/C=C/c2ccco2)c2ccccc21 (stereo not given) | i | 0.36
C=CCn1cnc2c(c1=O)c1nc3ccccc3nc1n2-c1ccc(C)cc1 | i | 0.6
COc1ccc2c3c([nH]c2c1)C1CC2C(CC(O)C(OC)C2C(=O)O)CN1CC3 (stereo not given) | i | -1.1
CCCN(CCC)CCCNC(=S)Nc1ccc2nc(N3CCCC3)cc(C)c2c1 | i | -0.74
Cc1cc(Cn2ccnc2)c(C)c([N+](=O)[O-])c1Cn1ccnc1 | i | -3.1
C/C(=N\Nc1ccc(F)cc1)c1ccncc1 | i | -0.76
CC(C)C(=O)NNC(=O)c1csc(-c2cccs2)n1 | i | -0.95
COC(=O)c1c(NC(=O)CC2SC(N)=NC2=O)sc2c1CCC(C(C)(C)C)C2 (stereo not given) | i | -0.42
CC(C)N1CCN(Cc2ccc(C#CC(C)(C)O)cc2)CC1CCO (stereo not given) | i | -1.5
Cc1cc(C)n(CCCNC(=O)c2cc(COc3ccc(C)c(C)c3)on2)n1 | i | -1.1
O=C1NCCN(C(=O)CCc2nnc(-c3ccsc3)o2)C1c1ccc(F)cc1 (stereo not given) | i | 0.22

The last 5 compounds of the part above are carried over, then new ones follow.
SMILES | KCNQ2 block | Kir21 inh
CC(C)C(=O)NNC(=O)c1csc(-c2cccs2)n1 | i | -0.95
COC(=O)c1c(NC(=O)CC2SC(N)=NC2=O)sc2c1CCC(C(C)(C)C)C2 (stereo not given) | i | -0.42
CC(C)N1CCN(Cc2ccc(C#CC(C)(C)O)cc2)CC1CCO (stereo not given) | i | -1.5
Cc1cc(C)n(CCCNC(=O)c2cc(COc3ccc(C)c(C)c3)on2)n1 | i | -1.1
O=C1NCCN(C(=O)CCc2nnc(-c3ccsc3)o2)C1c1ccc(F)cc1 (stereo not given) | i | 0.22
CC(=O)C1=C(O)C(=O)N(c2cccc(C(=O)O)c2)C1c1ccc(F)cc1 (stereo not given) | i | 0.96
Cc1nn(CC(=O)NCc2ccccn2)c(C)c1[N+](=O)[O-] | i | -2.2
Cc1cccc(N(C(=O)CCC(=O)Nc2cc(C)on2)C(C(=O)NC2CCCC2)c2ccccc2)c1 (stereo not given) | i | 0.92
CCn1cc(NC(=O)Nc2ccc(OC)c(OC)c2)c(C(N)=O)n1 | i | -0.53
CC(C)NC(=O)c1cc(-c2ccc(Br)cc2)on1 | i | 0.14
Cc1ccc(NC(=S)N2CCC(N(C)CC3CCCO3)CC2)cc1C (stereo not given) | i | 0.21
Cc1cccc(C)c1N(C(=O)c1ccco1)C(C(=O)NC1CCCC1)c1ccncc1 (stereo not given) | i | 0.67
COc1cc(OC)nc(Oc2ccccc2C(=O)Oc2ccc(F)cc2Cl)n1 | i | 0.62
CC1=C(C(=O)OCCOC(C)C)C(c2cccnc2)C2=C(CCCC2=O)N1 (stereo not given) | i | 0.81
COc1ccc(N2CCN(C(CNC(=O)C(=O)NC3CC3)c3ccco3)CC2)cc1 (stereo not given) | i | -0.04
NC(=O)CC(NC(=O)Cc1ccc(Br)cc1)c1ccc(N2CCC(N3CCCC3)CC2)c([N+](=O)[O-])c1 (stereo not given) | i | 2.1
COC(=O)c1ccccc1S(=O)(=O)N1CCC(C(=O)OC(C)C(=O)Nc2ccc(NC(C)=O)cc2)CC1 (stereo not given) | i | 1.2
Cc1cc2cc3c(cc2nc1SCC(=O)Nc1nc(C)c(C)s1)OCO3 | i | -1.6
Cc1cccc(S(=O)(=O)NNC(=O)Cc2cccn2C)c1 | i | -0.16
COc1cc2c(C)nc3onc(-c4ccccc4)c3c2cc1OC | i | 0.05
Cc1cc(-c2nnc(SCC(=O)Nc3ccc(F)cc3)n2N)n[nH]1 | i | -0.01
O=C(c1ccc(F)cc1)N1CCC(C(=O)N2CCN(S(=O)(=O)c3ccccc3Br)CC2)CC1 | i | 2.4
Cc1noc(C)c1S(=O)(=O)Nc1ccc(C(=O)NCCc2ccccc2)cc1 | i | -1.2
O=C(Cn1cnc2c(nnn2Cc2ccccc2F)c1=O)N1CCN(c2ccccc2)CC1 | i | -0.05
COCCN1C(=O)N[C@@H](c2ccco2)C(C(=O)OC)=C1C | i | -0.7
Cc1cc(C(=O)NNC(=S)NCC2CCCO2)cs1 (stereo not given) | i | 0.83
COc1ccc(-c2cc(-c3ccccc3)nc(NN)n2)cc1OC | i | -1.7
Cc1ccccc1OCCC(=O)OCC(=O)Nc1ccc(N2CCOCC2)cc1 | i | -0.96
CCN(CC)CCNC(=O)c1ccc(N)cc1 | i | 1.5
O=C(c1ccccc1NS(=O)(=O)c1ccc(Cl)cc1)N1CCc2ccccc21 | i | -0.69
CCCCOC(=O)c1ccc(NC(=O)C(=O)NCc2cccnc2)cc1 | i | -1.2
COc1ccc(/C=C/CN2CCN(CC(C)C)C(CCO)C2)cc1 (stereo not given) | i | -0.47
COc1cccc(/C=N/NC(=O)CNC(=O)c2ccco2)c1O | i | 0.05
O=C(Cc1cccs1)NCc1ccc(F)cc1 | i | -0.25
CC(C)C(NC(=O)c1ccc(F)cc1)C(=O)NCC1CCCO1 (stereo not given) | i | 0.42
COc1ccc(-c2nnc(-c3ccccc3O)o2)cc1 | i | 0.26
CC(C)c1ccc(O)c(N)c1 | i | -0.3
CCn1c(SCC(=O)N(C)C)nc2cc(S(=O)(=O)N3CCCCC3)ccc21 | i | 2
COCCNc1nc2c(c(=O)n(C)c(=O)n2C)n1Cc1cccc(C(F)(F)F)c1 | i | -0.65
COc1cccc(N2CCN(C(=O)CCCCCNc3nc(=S)[nH]c4ccccc34)CC2)c1 | i | 0.9
Cc1c(-c2ccc(F)cc2)[n+](=O)c2c(n1[O-])CCCCC2 | i | -1.2
N#CC1C(C#N)N2CCCN2C1c1ccc(Br)cc1 (stereo not given) | i | 1.6
Cc1ccc(/C=N/N=C/c2ccc(C)s2)s1 | i | -2.3
Cc1[nH]n2c(=O)c3c(nc2c1-c1ccccc1)CCC3 | i | 2.6
O=C(NCc1ccccc1)C1CCC(=O)N(CC2CCCCC2)C1 (stereo not given) | i | -0.95
Cc1[nH]c2ccccc2c1C(=O)CSc1ccc(F)cc1 | i | 1.1
Cc1ccccc1NC(=O)CCCCC(=O)Nc1ccccc1C | i | 1.2
COc1ccc2[nH]c(C)c(C(=O)CN(C)CC3OCCO3)c2c1 | i | -0.17
COC(=O)c1cccc(NC(=O)CCCOc2ccccc2)c1 | i | 1.7
O=S(=O)(/C=C/c1ccccc1)N1CCN(Cc2ccccc2)CC1 | i | -0.85
CCOC(=O)C[N+]1(C)CCN(C(C)=O)CC1 | i | 1.8
O=C(NC1CCCC1)c1ccc(CS(=O)(=O)c2ccc(Cl)cc2)o1 | i | 1.3
COc1ccc(NC(=O)c2[nH]c(C)c(C(C)=O)c2C)cc1S(=O)(=O)Nc1ccc(Br)cc1 | i | -0.09
Cc1ccccc1NC(=O)COC(=O)CCc1nc2ccccc2c(=O)[nH]1 | i | -0.48
CN(C(=O)COC(=O)c1cncc(Br)c1)C1CCS(=O)(=O)C1 (stereo not given) | i | 1.6

The list continues:
SMILES | KCNQ2 block | Kir21 inh
COc1ccc(CNC(=O)CN(c2ccccc2)S(=O)(=O)c2ccccc2[N+](=O)[O-])cc1 | i | 1.3
COc1ccc(C(=O)NNC(=O)C2(C)CC2(Br)Br)cc1 (stereo not given) | i | -0.48
CC(C)Nc1nc(Oc2ccc(Cl)cc2Cl)cc(C(F)(F)F)n1 | i | 1.6
Cc1ccc(NNC(=O)C2CCC2)cc1C | i | 1.4
Cn1ncc(Cl)c1C(=O)N1CCN(c2cccc(Cl)c2)CC1 | i | 0.33
COc1ccc(CN2C(=O)c3cccnc3C2=O)cc1S(=O)(=O)N1CC(C)CC(C)C1 (stereo not given) | i | 0.17
CCOc1ccc(C(C)=O)cc1COC(=O)C1=COCCO1 | i | 0
COc1ccc(NC(=S)N2CCN(C/C=C/c3ccccc3)CC2)c(OC)c1 | i | -0.55
O=C(NCCC1CCCCN1S(=O)(=O)c1ccccc1)C(=O)NCc1ccco1 (stereo not given) | i | -0.38
Cc1cccc(N2CC(C(=O)Nc3nnc(SCc4cccnc4)s3)CC2=O)c1 (stereo not given) | i | -1.5
COc1ccc(-c2cc(C(=O)NCCN3CCOCC3)c3ccccc3n2)c(OC)c1 | i | 0.68
C=CCn1c(C)cc(C(=O)Cn2nc(C(=O)O)c3ccccc3c2=O)c1C | i | -0.02
CC1=C(C(=O)NC2CCCC(C)C2C)C2(CCCCC2)OC1=O (stereo not given) | i | -0.45
Cc1cccc(Nc2nc(N)c([N+](=O)[O-])c(N3CCC(C)CC3)n2)c1 | i | 1.1
O=C1c2cccc3c(N4CCCCC4)ccc(c23)C(=O)N1c1cccc(O)c1 | i | 1.2
CC(C)(O)c1cc(=O)sc2nc3ccccc3n12 | i | 0.99
O=C(CC(C(=O)O)c1c[nH]c2ccccc12)c1ccccc1 (stereo not given) | i | 1.2
COc1cccc(-c2cc3nc4c(c(N5CCC6(CC5)OCCO6)n3n2)CCCC4)c1 | -6* | 1.6
CCn1cc(C(=O)Nc2ccc(C)cc2[N+](=O)[O-])c(C)n1 | i | 0.38
CC(=O)c1ccc(N2CCN(C(=O)/C=C/c3ccc(S(=O)(=O)NCc4ccco4)cc3)CC2)cc1 | i | 0.05
COC(=O)c1ccccc1OC(=O)c1cc2ccccc2oc1=O | i | -0.99
COc1ccc2c(=O)c(C(=O)NCc3ccccc3)c[nH]c2c1 | i | 0.99
O=C(Nc1ccnn1C1CCN(C(=O)c2cc(Cl)ccc2F)CC1)C1CCOC1 (stereo not given) | i | 1.5
Cc1c(Br)c(=O)[nH]c(=O)n1COCc1ccccc1 | i | -0.33
Cc1ccccc1NCc1nnc2n1CCCCC2 | i | -0.5
CCOC(=O)C1CCCN(c2c(NCCN(CC)c3ccccc3)c(=O)c2=O)C1 (stereo not given) | i | -1.3
Cc1ccc(CN2CCNC(=O)C2CC(=O)N(C)C2CCCCC2)o1 (stereo not given) | i | 0.08
COc1ccc([N+](=O)[O-])c(OC)c1C(=O)NC(=O)Nc1c(C)cccc1C | i | 1.1
Cc1ccc(NC(=O)CSCC(=O)Nc2ccc(N3CCOCC3)c(Cl)c2)cc1 | i | 0.65
C/C(=N\NC(=O)Cc1ccccc1)c1ccc(Cl)s1 | i | 0.96

The closing 4 records of the section above open the next one:
SMILES | KCNQ2 block | Kir21 inh
Cc1ccc(CN2CCNC(=O)C2CC(=O)N(C)C2CCCCC2)o1 (stereo not given) | i | 0.08
COc1ccc([N+](=O)[O-])c(OC)c1C(=O)NC(=O)Nc1c(C)cccc1C | i | 1.1
Cc1ccc(NC(=O)CSCC(=O)Nc2ccc(N3CCOCC3)c(Cl)c2)cc1 | i | 0.65
C/C(=N\NC(=O)Cc1ccccc1)c1ccc(Cl)s1 | i | 0.96
CSc1nnc2c3ccccc3c3ccccc3c2n1 | i | -1
O=C(CS(=O)(=O)c1ccccc1)Nc1nnc(Cc2ccccc2)s1 | i | 0.56
COc1ccc(OC)c(C2NC(=O)CCC2[N+](=O)[O-])c1 (stereo not given) | i | 1.8
CC(C)Cc1cc(C(=O)Nc2sc3c(c2C#N)CCCC3)no1 | i | 1
CNC(=S)NNC(=O)c1cccn(Cc2cccc(C(F)(F)F)c2)c1=O | i | 0.67
O=C(OCCN1CCCCC1)c1ccccc1F | i | -0.02
Cc1cc(C)c(C(=O)/C=C/c2ccc(C(C)C)cc2)c(=O)[nH]1 | i | -2.2
O=C(O)C(NS(=O)(=O)c1ccc(F)cc1)c1ccccc1 (stereo not given) | i | 1.2
O=S(=O)(c1ccc(OC(F)(F)F)cc1)N1CCCC(N2CCOCC2)C1 (stereo not given) | i | 0.68
Cc1cc(C)n(-c2ccc(C(=O)Nc3ccccc3N3CCOCC3)cc2)n1 | i | -1.6
COc1ccc(C2/C(=C(/O)c3ccc(C)cc3)C(=O)C(=O)N2CCCN2CCOCC2)cc1 (stereo not given) | i | 2.4
CCOc1ccc(NC(=O)CSC2=NN3CCCC(=O)N=C3S2)cc1 | i | -1.6
CCC(=O)N1CCNC(=O)C1CC(=O)Nc1ccc(C)c(Cl)c1 (stereo not given) | i | 1.5
CCC(CC)c1nnc(NC(=O)Oc2ccccc2)s1 | i | -0.37
O=C(CN1C(=O)c2ccccc2C1=O)Nc1cccc(O)c1 | i | 0.24
CCCCCC(=O)NC(=S)Nc1ccccc1C(=O)OC | i | -2.3
Oc1sc(C=Nc2ccccc2)c2ccccc12 | i | -2.1
CCCCCCCCN1[C@@H](CC(=O)OC)c2cc(C(F)(F)F)ccc2S1(=O)=O | i | 2.2

High-throughput results: PubChem, Johns Hopkins Ion Channel Center
